EPAC1 antagonist: blocks human EPAC1 exchange factor | actives 0.14% (n = 360,000) | Potency, µM (doses to about 115 µM), without a hit: at the top dose activity change, negative = inhibition, most hits filed as inhibitors | EPAC1 GEF assay, Rap1b-BODIPY-GDP exchange fluorescence | AID 720709;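 note: potency is the fitted concentration of half-maximal effect; plate controls were vehicle for no effect and positive control for full effect; nearly all actives have a fitted effect of over 50% in size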
EPAC1 ag: agonists of human EPAC1; O95398; EPAC1 agonist qHTS, biochemical assay; response scale: 100% = response to 6.5 mM cAMP; Potency, µM (top dose mostly 154 µM), without a hit: at the top dose activation, hits mostly activators; actives 0.073% (n = 360,000); AID 720707; note: potency is the fitted concentration of half-maximal effect; nearly all actives have a fitted effect of over 60% in size
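Read-out is the fluorescence drop as BODIPY-GDP leaves Rap1B (480 nm excitation, 540 nm emission), recorded every 5 minutes over 30 minutes. Reactions held 100 nM EPAC1, 250 nM Rap1B–BODIPY-GDP and 50 uM GDP, with 6.5 mM cAMP setting full activation.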
FUS suppressor: FUS proteinopathy suppression in yeast; Potency, µM (top dose mostly 76.6 µM), inactives show at the highest dose growth rescue (activation), usual class: activators; actives 0.24% (n = 390,000); S. cerevisiae FUS-expressing, growth rescue, OD600, 24 h;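 note: potency is the fitted concentration of half-maximal effect; plate controls were DMSO vehicle for no effect and reference control for full effect; nearly all actives have a fitted effect of over 55% in size; some results filed as inactive show a strong effect at the top dose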
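Toxicity suppression screen in FUS-yeast. Cells induced with 2% galactose, starting OD 0.005, treated 24hr at 30C with compounds at multiple final concentrations; growth by OD600.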
IL2 activator: IL-2 activation; actives 0.065% (n = 360,000); activation, % (series mostly up to about 46 µM); IL-2 activation reporter assay, cell-based qHTS; stimulated with anti-CD3/CD4/CD28 beads; in transgenic mouse T cells; in the data active = activation above about 50%; inconclusive = mostly about 30% to 49%; note: 0% is about no effect
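Readout: EGFP and DsRed signals by fluorescent plate cytometry. Unstimulated transgenic mouse T cells received compound 60 min before antibody-bead stimulation, then incubated 18 h at 37 degrees C.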
Abeta yeast res: A-beta toxicity reversal in yeast; yeast expressing A-beta42, growth rescue, OD600, 48 h; response scale: 0% DMSO, 100% iron-clioquinol control; Potency, µM (titrated, usually from 46.1 µM), without a hit: top-dose growth rescue, hits mostly activators; actives 0.063% (n = 410,000); AID 1347071; note: potency is the fitted concentration of half-maximal effect; nearly all actives have a fitted effect of over 55% in size
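Yeast growth medium received pinned compounds, then yeast cells expressing toxic A-beta were added; plates incubated at 30 C for 48 hr. Growth read as absorbance at 600 nm, normalized to DMSO and equimolar FeCl3 plus clioquinol controls.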
PLK1 PBD block: PLK1 (human) polo-box domain binding inhibition | P53350 | Potency, µM, for the others: max response, negative = inhibition, most hits filed as inhibitors | actives 2.8% (n = 360,000) | Plk1 PBD binding of FITC phosphopeptide, fluorescence polarization; note: potency is the fitted concentration of half-maximal effect; series mostly up to about 57 µM; % is set by controls: 0 for no effect and ±100 for the full control effect; nearly all actives have a fitted effect of over 65% in size
PI5P4Ka inh: inhibitors of human PI5P4K alpha; P48426; PI5P4Kalpha enzyme, ADP-Glo luminescence, 60 min; stronger effect = lower value; max response, %; actives 1.2% (n = 330,000); active = max response of -50% or lower; inconclusive = between -30% and -50%; inactive = -30% or higher; note: value at the top dose of about 77 µM; % is set by controls: 0 for no effect and ±100 for the full control effect
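ADP-Glo luminescence end-point after a 60 min room-temperature kinase reaction. PI5P4Kalpha and substrate in HEPES pH 7.4 buffer with EGTA, 0.1% CHAPS and 5% DMSO; ATP at 5 microM final.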
WRN helicase inh: inhibitors of human WRN helicase; Q14191; WRN helicase unwinding, fluorescent forked duplex, kinetic; Potency, µM (series often up to 114 µM), without a hit: at the highest dose activity change, negative = inhibition, hits mostly inhibitors; actives 0.46% (n = 360,000); note: potency is the fitted concentration of half-maximal effect; % is set by controls: 0 for no effect and ±100 for the full control effect; nearly all actives have a fitted effect of over 55% in size
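Kinetic fluorescence helicase assay: unwinding of a quenched forked DNA duplex (100 nM final) with 2 mM ATP final raises red fluorescence (525/598 nm). Compounds sat 15 min at room temperature with 20 nM WRN beforehand.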
Active calls of the source: *; ? = inconclusive; . = no result given; [ ] = another dose, or the depositor's remark. Unless noted, calls come from the whole dose curve; as a rule, active = well fitted curve in the direction sought with a large enough effect; inconclusive = small, poorly fitted or top-dose-only effect, or another doubt; inactive = no such curve, though single readings can be large; an effect the other way counts as inactive or inconclusive.

Values run as follows: EPAC1 ag	Abeta yeast res	FUS suppressor	EPAC1 antagonist	PLK1 PBD block	PI5P4Ka inh	IL2 activator	WRN helicase inh
Cc1ccc(S(=O)(=O)N2CCCCC2)cc1NC(=O)c1ccc(Cl)nc1
  7.7%	2.0%	1.7%	0.3%	3.3%	-16.0	-0.5	-6.3%
COc1cccc(CNC(=O)CCC(=O)N2CCOCC2)c1
  2.0%	-0.5%	-24.3%	-24.8%	-7.4%	-8.5	1.6	5.8%
CSCCC(NS(=O)(=O)c1ccc(C)cc1)C(=O)N(C)CC(=O)Nc1ccccc1Br (stereo unspecified)
  -4.0%	21.2%	13.4%	0.6%	-1.2%	2.1	0.1	-10.0%
CC1CCC(NC(=O)CSc2ccc(S(=O)(=O)N(C)C)cn2)CC1 (stereo unspecified)
  7.5%	5.0%	-3.3%	-9.0%	-8.4%	-2.2	-0.3	-7.5%
O=C(CSc1ncccc1C(=O)O)NC1CCCCCCC1
  2.5%	9.5%	14.9%	-11.2%	26.7µM*	-6.5	1.6	-5.4%
OC(CCN1CCCCC1)c1ccc(-c2ccccc2)cc1 (stereo unspecified)
  9.5%	-0.6%	3.7%	-2.9%	-6.3%	0.4	-1.9	-7.6%[57.1 µM]
CC(=O)Nc1cc(-c2ccc(N3CCN(C)CC3)cc2)cn2c(-c3cccc(C(=O)N(C)C)c3)cnc12
  -8.2%	-10.2%	1.6%	-3.0%	-2.8%	4.2	1.5	-18.0%
O=C(Cc1ccsc1)NNC(=O)c1ccccc1O
  7.8%	-8.1%	0.6%	11.4%	2.0%	-7.1	-3.9	-15.7%
O=C1C2ON(c3ccc(Cl)cc3)C(c3ccco3)C2C(=O)N1c1ccccc1 (stereo unspecified)
  -9.9%	6.9%	?	-15.4%	-9.3%	5.9	-0.7	-0.7%
CS(=O)(=O)N(CC(=O)N1CCN(Cc2ccccc2)CC1)c1ccccc1Br
  0.8%	-3.1%	-20.6%	-9.1%	-19.1%	2.6	-0.5	-6.4%
C=CCC[C@H](Cc1ccc(F)cc1)C(=O)OC[C@H]1CCCN1C(=O)[C@@H](CC=C)CC(=O)NCCO
  -13.0%	3.2%	35.9%	14.9%	-0.9%	-0.7	-0.2	-5.8%
Cc1cccc(NC(=O)c2cc(S(=O)(=O)N3CCCC3)cn2C)c1
  -19.0%	-10.2%	-2.9%	1.3%	-14.1%	-1.4	0.5	-8.5%
CCOc1cc(CN2CCN(CCOCCO)CC2)ccc1OC
  -2.5%	12.8%	-1.9%	1.8%	-0.4%	.	-2.3	3.9%[57.1 µM]
O=C1CCCC2=C1C(c1ccc(Cl)cc1)n1c(s/c(=C\c3ccc4ccncc4c3)c1=O)=N2 (stereo unspecified)
  15.4%	9.3%	.	-3.0%	-19.5%	-23.2	2.5	17.0%
CC1CC(C)CN(CCCNC(=O)c2ccc3c(SCC(=O)O)c4c(nc3c2)CCC4)C1 (stereo unspecified)
  -1.0%	1.0%	14.4%	2.7%	-8.3%	-1.1	-0.6	-7.0%
Cc1cc([N+](=O)[O-])ccc1NC(=O)Nc1ccccc1F
  -8.4%	-5.9%	29.8%	-22.5%	-18.2%	3.0	-4.2	-9.1%
COC(=O)CCC(=O)N1CCCC(N2CCN(c3ccc(OC)cc3)CC2)C1 (stereo unspecified)
  0.1%	0.1%	20.3%	-5.6%	-3.8%	2.9	-0.4	-1.7%
CC#CCNCc1ccccc1
  -5.8%	0.6%	12.1%	-0.7%	-1.4%	5.6	-0.8	0.5%
C#CCOCCOCCOCCNc1nc(N2CCN(C(=O)CCCCCCCCCCNC(=O)Cn3cc(C[C@@H](C)O)nn3)CC2)nc(N2CCN(C(=O)CCCCCCCCCCNC(=O)[C@H](CCCCN)n3cc(C[C@@H](C)CC)nn3)CC2)n1
  5.2%	-2.6%	10µM*	-24.5%	1.8%	?	-0.5	?
COc1ccc(CN(C)C(=O)C(Cc2ccccc2)NC(=O)c2ccccc2)cc1F (stereo unspecified)
  9.4%	21.4%	9.1%	2.3%	-5.6%	-0.2	-4.2	-0.9%
COc1ccc(CCNC(=O)C(=O)NCCOc2ccccc2)cc1OC
  -0.9%	25.8%	-1.4%	-10.8%	1.8%	-3.4	1.4	-6.8%
O=C(C1CC(=O)N(c2ccc(F)c(Cl)c2)C1)N1CCOCC1 (stereo unspecified)
  -7.7%	11.6%	-6.4%	1.2%	4.3%	2.4	1.6	4.5%
CCOc1ccc(S(=O)(=O)N2CCOCC2)cc1NC(=O)CCN1C(=O)NC2(CCCC2)C1=O
  16.3%	-5.0%	-14.8%	7.3%	-2.9%	0.5	0.8	-5.7%
COc1cc(NC(=O)c2ccccc2)c(OC)cc1NC(=O)CN1CCN(c2ccccn2)CC1
  14.3%	-8.1%	10.6%	-11.8%	-3.5%	0.2	0.5	-28.0%
O=C(O)/C(=C/c1cccnc1)NC(=O)c1ccccc1
  -0.9%	13.1%	-6.2%	5.1%	-2.9%	-4.0	-0.1	-25.8%[57.1 µM]
O=[N+]([O-])c1ccc(C=Nc2ccccc2)cc1
  -28.5%	-26.3%	-7.6%	-6.2%	-5.0%	-0.8	1.6	-3.5%[57.1 µM]
CCCN(CCC)C(=O)c1ccc2c(c1)N(Cc1ccccc1)C(=O)CS2=O (stereo unspecified)
  5.4%	-16.8%	18.9%	?	26.7µM*	-6.8	-1.3	-2.6%
Cc1ccc(Cl)c(Cn2cnc3c(cnn3C(C)(C)C)c2=O)c1F
  1.8%	1.2%	24.2%	5.6%	.	.	-0.7	.
COc1cc(OC)cc(-c2c(C#Cc3ccsc3)c3cc(-c4cccc5[nH]cc(C=O)c45)ccc3n2C)c1
  0.7%	1.6%	?	-1.4%	-12.6%	-1.2	-0.5	0.9%
CS(=O)(=O)c1ccc(NC(=O)C2CC(=O)N(c3ccc4c(c3)OCCO4)C2)cc1 (stereo unspecified)
  -0.1%	4.9%	13.0%	-3.6%	-6.4%	-8.7	-5.4	-0.1%
COc1cc2c(cc1OC)C(=O)N1[C@H]3c4ccccc4OC[C@@H]3[C@H](c3ccccc3)[C@]1(C)C(=O)N2
  -0.6%	-60.5%[inhibitor]	?	-23.5%	5.4%	-2.1	0.0	-0.9%
Cc1cc(-c2onc3ccc(Cl)cc23)ccc1O
  -3.5%	-24.7%	18.5%	-22.2%	0.2%	-13.3	2.4	-3.0%
O[C@@H]1CN(CC2CCCCC2)[C@@H](c2ccc(Cl)cc2)C[C@H]1n1cc(-c2ccc(F)cc2)nn1
  2.1%	?	-11.1%	10.1%	4.3%	0.6	-2.2	-0.6%
Cn1ccnc1C(=O)c1ccc(N)cc1
  4.3%	-11.3%	0.2%	7.4%	0.6%	-5.3	-0.9	-3.9%
COc1cccc(NS(=O)(=O)NC(=O)c2c[nH]c3ccccc23)c1
  5.2%	-37.3%[inhibitor]	-14.6%	-12.8%	-10.9%	-4.3	0.4	3.4%
CC(C)=C[C@@H]1C[C@H](C)[C@H]2CC[C@H](C)c3c(O)c(O)c(C)c1c32
  -8.5%	2.7%	-2.5%	-10.6%	?	-9.9	-0.6	-0.6%
Cc1ccc(-n2c(C)cc3c2CCCC3=O)cc1
  -7.4%	-24.2%	4.3%	0.0%	-5.7%	.	-2.5	-0.7%
Cc1ccsc1CN(C)C(=O)c1cc(S(=O)(=O)N2CCOCC2)ccc1N1CCCC1
  3.1%	1.0%	-15.4%	2.1%	1.4%	-3.0	0.7	-4.3%
CCOc1cc(C(=O)N(CC)CC(=O)Nc2ccc3c(c2)OCCO3)ccc1OC
  1.7%	4.0%	5.9%	-3.8%	-7.2%	6.8	0.4	-4.4%
Cc1ccn2c(C=O)c(-c3ccc(F)cc3)c(C=O)c2c1
  -7.9%	-34.8%[inhibitor]	25.6%	-2.0%	-9.0%	0.1	0.3	1.5%
CCOC(=O)N1CCN(c2cc(=O)n(-c3cccc(C)c3)c(=O)[nH]2)CC1
  -3.4%	-5.1%	14.3%	0.1%	-13.1%	-1.6	-2.1	0.0%
O=C(N/N=C/C=C\c1cccc([N+](=O)[O-])c1)c1ccccn1
  -1.4%	-1.4%	-15.9%	-6.2%	-10.9%	-4.4	0.1	-7.2%
Cc1ccc(-n2ncc3c2CC(C)(C)CC3NC(=O)CCc2ccc(=O)[nH]n2)cc1 (stereo unspecified)
  -9.2%	2.0%	19.5%	-11.6%	-9.1%	3.8	-2.6	9.5%
CCN(c1ccccc1)S(=O)(=O)c1ccc(Cl)c(C(=O)N(CC2CCCO2)C2CCS(=O)(=O)C2)c1 (stereo unspecified)
  2.2%	-12.4%	19.1%	7.0%	-22.4%	16.0	0.0	9.4%
O=C(O)c1ccc(NS(=O)(=O)c2cccc3cccnc23)cc1
  7.4%	4.4%	-12.7%	-3.2%	1.1%	-2.0	3.4	-4.1%
CCCn1c(SCC(=O)Nc2cc(S(=O)(=O)N(C)C)ccc2OC)n[nH]c1=O
  -3.9%	.	-2.5%	-19.7%	4.8%	-2.5	1.6	4.3%
Cc1ccc(NC(=O)CSCC(=O)N(C)Cc2ccc(Cl)c(Cl)c2)cc1
  8.0%	12.3%	.	1.9%	5.7%	-1.2	-3.7	0.3%
Cc1ccc(-n2c(-c3ccco3)nc3nc4ccccc4nc32)cc1F
  -7.5%	5.7%	.	-4.0%	-14.6%	2.9	5.6	-9.8%
Cc1cc(C(=O)NCCN2CCN(c3cccc(Cl)c3)CC2)n(-c2ccccc2)n1
  -4.7%	-0.3%	-8.0%	7.9%	5.1%	-1.2	-3.1	0.0%

Full records from above. Values in the order: EPAC1 ag | Abeta yeast res | FUS suppressor | EPAC1 antagonist | PLK1 PBD block | PI5P4Ka inh | IL2 activator | WRN helicase inh
Cn1ccnc1C(=O)c1ccc(N)cc1 across the screens: 4.3% | -11.3% | 0.2% | 7.4% | 0.6% | -5.3 | -0.9 | -3.9%
Cc1ccc(-n2c(C)cc3c2CCCC3=O)cc1 across the screens: -7.4% | -24.2% | 4.3% | 0.0% | -5.7% | . | -2.5 | -0.7%

Assay outcomes as filed in PubChem.
